Assay outcomes deposited in PubChem by The Scripps Research Institute Molecular Screening Center.
FBW7 activator: activators of human E3 ligase FBW7. normalized activity (activation), % at 26.1 µM. Q969H0. AlphaScreen FBW7–phospho-cyclin E peptide binding, activator screen. 650,000 tested, 0.13% active; in the data active = normalized activity above about 1.9%;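 also: purified mutant Fbw7 with reduced substrate affinity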
GPR151 activ: human GPR151 activation; Q8TDV0; PathHunter beta-arrestin GPR151 cells, luminescence; activation, % at 11.2 µM; 650,000 tested, 1% active; AID 1508602; in the data active = activation above about 4.9%;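 also: 0% = median of compound wells and 100% = cells with positive control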
Target sequence (Q8TDV0 whole entry, looked up): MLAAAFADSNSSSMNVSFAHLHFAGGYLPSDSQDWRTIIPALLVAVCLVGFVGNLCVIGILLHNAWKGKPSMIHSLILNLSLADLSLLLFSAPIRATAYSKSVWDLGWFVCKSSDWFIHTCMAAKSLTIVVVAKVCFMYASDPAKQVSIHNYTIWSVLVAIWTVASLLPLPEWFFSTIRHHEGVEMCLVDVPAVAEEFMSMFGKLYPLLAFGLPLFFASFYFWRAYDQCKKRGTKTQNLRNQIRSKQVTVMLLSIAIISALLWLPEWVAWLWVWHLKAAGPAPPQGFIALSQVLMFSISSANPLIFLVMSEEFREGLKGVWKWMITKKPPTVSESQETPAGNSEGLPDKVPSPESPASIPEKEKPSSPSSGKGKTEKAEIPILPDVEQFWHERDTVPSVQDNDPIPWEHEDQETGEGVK
MITF primary: human MITF inhibition, primary screen; 650,000 tested, 0.91% active; inhibition, % at 2.6 µM; O75030; AlphaScreen MITF homodimerization, bead proximity signal; in the data active = inhibition above about 50%;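 also: 0% = vehicle wells with protein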
Target sequence (O75030 whole entry, looked up): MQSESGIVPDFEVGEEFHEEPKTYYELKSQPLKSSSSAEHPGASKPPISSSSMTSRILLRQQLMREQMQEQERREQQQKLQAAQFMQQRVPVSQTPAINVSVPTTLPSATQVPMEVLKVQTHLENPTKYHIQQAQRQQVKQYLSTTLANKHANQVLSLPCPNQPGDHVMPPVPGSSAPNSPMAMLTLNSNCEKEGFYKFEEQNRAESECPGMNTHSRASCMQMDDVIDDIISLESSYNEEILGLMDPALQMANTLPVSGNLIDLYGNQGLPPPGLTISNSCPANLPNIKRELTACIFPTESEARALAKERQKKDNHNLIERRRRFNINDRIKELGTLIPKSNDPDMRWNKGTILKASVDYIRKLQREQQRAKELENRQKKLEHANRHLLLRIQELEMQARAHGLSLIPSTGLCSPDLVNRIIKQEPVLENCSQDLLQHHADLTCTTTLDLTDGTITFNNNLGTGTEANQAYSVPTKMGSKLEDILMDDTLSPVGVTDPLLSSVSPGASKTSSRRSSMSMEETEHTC
TEAD-YAP block: TEAD-YAP interaction inhibition | HEK-TIYL cells, TEAD-Gal4/YAP UAS-luciferase luminescence | inhibition, % at 9.12 µM | 640,000 tested, 1.4% active; in the data active = inhibition above about 32%;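 also: 0% = median of test compound wells and 100% = reference inhibitor wells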
Active calls of the source: *; & = joins results of further samples.

Sample of the layout, 6 compounds:
CCCCOC(=O)c1ccc(NC(=O)CN2C(=O)c3ccccc3C2=O)cc1 was read as FBW7 activator 0.0, GPR151 activ 0.2, MITF primary -1 and TEAD-YAP block 8.
CC(C)c1nnc(NC(=O)COc2cccc(Cl)c2)s1 was read as FBW7 activator -0.2, GPR151 activ 0.0, MITF primary 18 and TEAD-YAP block -24.
COc1cc2cc(C(c3nnnn3C(C)(C)C)N3CCCC3)c(=O)[nH]c2cc1OC (centres undefined) was read as FBW7 activator -0.2, GPR151 activ 0.2, MITF primary 5 and TEAD-YAP block 7.
Cc1sc2nc(Cc3ccccc3)n(C3CCN(C(=O)C(C)C)CC3)c(=O)c2c1C was read as FBW7 activator 0.3, GPR151 activ -1.4, MITF primary 9 and TEAD-YAP block -5.
For O=c1c2sccc2nc(SCc2ccc([N+](=O)[O-])cc2)n1C1CCCCC1 the results were FBW7 activator -0.1, GPR151 activ 0.1, MITF primary 0 and TEAD-YAP block 3.
For O=C(Nc1ccc(O)c(-c2nc3ccccc3s2)c1)c1coc2ccccc2c1=O the results were FBW7 activator 0.1, GPR151 activ -1.5, MITF primary 8 and TEAD-YAP block 0.

Results, from the start:
CCCCOC(=O)c1ccc(NC(=O)CN2C(=O)c3ccccc3C2=O)cc1 was read as FBW7 activator 0.0, GPR151 activ 0.2, MITF primary -1 and TEAD-YAP block 8.
CC(C)c1nnc(NC(=O)COc2cccc(Cl)c2)s1 was read as FBW7 activator -0.2, GPR151 activ 0.0, MITF primary 18 and TEAD-YAP block -24.
COc1cc2cc(C(c3nnnn3C(C)(C)C)N3CCCC3)c(=O)[nH]c2cc1OC (centres undefined) was read as FBW7 activator -0.2, GPR151 activ 0.2, MITF primary 5 and TEAD-YAP block 7.
Cc1sc2nc(Cc3ccccc3)n(C3CCN(C(=O)C(C)C)CC3)c(=O)c2c1C was read as FBW7 activator 0.3, GPR151 activ -1.4, MITF primary 9 and TEAD-YAP block -5.
For O=c1c2sccc2nc(SCc2ccc([N+](=O)[O-])cc2)n1C1CCCCC1 the results were FBW7 activator -0.1, GPR151 activ 0.1, MITF primary 0 and TEAD-YAP block 3.
For O=C(Nc1ccc(O)c(-c2nc3ccccc3s2)c1)c1coc2ccccc2c1=O the results were FBW7 activator 0.1, GPR151 activ -1.5, MITF primary 8 and TEAD-YAP block 0.
Screening Cc1ccc(NC(=O)CCc2nnc3ccc(NCCCc4ccccc4)nn23)cc1 returned FBW7 activator -0.1, GPR151 activ 0.5, MITF primary -3 and TEAD-YAP block -4.
COc1cccc(NC(=O)CSc2ccc(-c3ccncc3)nn2)c1 was read as FBW7 activator -0.5, GPR151 activ 3.3, MITF primary -8 and TEAD-YAP block -4.
Cn1c(=O)cc(OCC(=O)NCCCN2CCN(Cc3ccccc3)CC2)c2ccccc21 was read as FBW7 activator 0.3, GPR151 activ -1.1, MITF primary 16 and TEAD-YAP block 2.
For c1ccc2c(c1)CCN(c1nc(NCCN3CCOCC3)c3ncn(C4CCCCC4)c3n1)C2 the results were FBW7 activator -0.1, GPR151 activ -0.1, MITF primary -2 and TEAD-YAP block -9.
CN1CCN(C2CCN(C(=O)c3ccc(F)cc3)CC2)CC1 was read as FBW7 activator 0.1, GPR151 activ 0.1, MITF primary 57* and TEAD-YAP block -5.
CCOC(=O)c1c(NC(=O)CSc2nccc(C)n2)sc(C)c1C was read as FBW7 activator 0.4, GPR151 activ -3.1, MITF primary 21 and TEAD-YAP block -5.
`COCCNC(=O)c1nn2c(c1Cl)NC(c1ccc(C)cc1)CC2C(F)(F)F` (centres undefined) gave FBW7 activator -0.1, GPR151 activ -0.1, MITF primary 0 and TEAD-YAP block 15.
Cc1nn(C(=O)c2cc3c(s2)CCCC3)c(-c2ccccc2)c1Sc1ccccc1 was read as FBW7 activator -0.1, GPR151 activ -0.2, MITF primary -4 and TEAD-YAP block 5.
Screening COCCCNC(=O)CSc1nc(Nc2ccc3c(c2)OCO3)c2ccccc2n1 returned FBW7 activator -0.2, GPR151 activ 0.2, MITF primary -5 and TEAD-YAP block -10.
`COc1ccc(C(=O)CC2(O)C(=O)N(Cc3ccccc3C)c3ccccc32)cc1[N+](=O)[O-]` (centres undefined) gave FBW7 activator -0.2, GPR151 activ -0.4, MITF primary 6 and TEAD-YAP block 10.
Screening COc1ccc(N=C2NC(=O)CS2)c([N+](=O)[O-])c1 returned FBW7 activator -0.1, GPR151 activ -1.0, MITF primary 5 and TEAD-YAP block 6.
Screening COc1ccc2c(c1)N(C)/C(=C1/SC(=S)N(NC(C)=O)C1=O)S2 returned FBW7 activator -0.3, GPR151 activ 0.1, MITF primary 5 and TEAD-YAP block -10.
O=C(O)C1CSC(c2ccc(OCc3ccc(Cl)cc3)cc2)N1 (centres undefined) was read as FBW7 activator -0.1, GPR151 activ 0.0, MITF primary 3 and TEAD-YAP block -29.
Screening COc1ccc(C(=O)NCC2COc3ccccc3O2)cc1[N+](=O)[O-] (centres undefined) returned FBW7 activator 0.2, GPR151 activ -0.3, MITF primary 15 and TEAD-YAP block -8.
`COc1ccc(CN2CCc3c(nc(N4CCCC4)[nH]c3=O)C2)c(OC)c1` gave FBW7 activator -0.1, GPR151 activ 1.0, MITF primary 11 and TEAD-YAP block 2.
`Nc1c(C(=O)c2cccs2)sc2nc3c(c(-c4ccc(Cl)cc4)c12)CCCC3` gave FBW7 activator 0.0, GPR151 activ 0.3, MITF primary 14 and TEAD-YAP block 8.
Screening CCOC(=O)c1oc2ccccc2c1NC(=O)c1ccc(S(=O)(=O)N2CCCCC2C)cc1 (centres undefined) returned FBW7 activator 0.0, GPR151 activ 0.7, MITF primary 6 and TEAD-YAP block 0.
CC(C)COc1ccc(C(=O)NC(C)C2COc3ccccc3O2)cc1 (centres undefined) was read as FBW7 activator 0.1, GPR151 activ -0.2, MITF primary -15 and TEAD-YAP block 3.
Screening CC(=O)Nc1ccc(C(=O)NC(C)(C)CC(C)(C)C)cc1 returned FBW7 activator -0.2, GPR151 activ 2.9, MITF primary 3 and TEAD-YAP block 1.
Screening CC(=O)c1cccc(NC(=O)c2c[nH]c3c(Cl)cccc3c2=O)c1 returned FBW7 activator -0.2, GPR151 activ 1.7, MITF primary -9 and TEAD-YAP block -30.
For CCOC(=O)c1sc2ncn(Cc3ccc(Cl)cc3)c(=O)c2c1C the results were FBW7 activator -0.1, GPR151 activ 0.8, MITF primary 9 and TEAD-YAP block 8.
For Nc1nc(Nc2ccc(N3CCOCC3)cc2)cc(Nc2nccc3ccccc23)n1 the results were FBW7 activator 0.0, GPR151 activ 1.2, MITF primary 17 and TEAD-YAP block 40*.
O=C(O)C1C2C=CC(C3CC23)C1C(=O)Nc1cccc([N+](=O)[O-])c1 (centres undefined) was read as FBW7 activator 0.0, GPR151 activ -0.6, MITF primary -4 and TEAD-YAP block 3.
For O=C1C2C3CC(C(Br)C3Br)C2C(=O)N1c1ccc2ccccc2c1 (centres undefined) the results were FBW7 activator 0.1, GPR151 activ -1.7, MITF primary 0 and TEAD-YAP block 1.
Screening COC(=O)c1ccc(SCC(=O)NCCc2ccc(Cl)cc2)c([N+](=O)[O-])c1 returned FBW7 activator 0.0, GPR151 activ -0.6, MITF primary -17 and TEAD-YAP block 2.
For O=C(/C=C/c1cccs1)Nc1ccccc1I the results were FBW7 activator 0.1, GPR151 activ 2.2, MITF primary 9 and TEAD-YAP block -54.
`c1ccc(-c2ccnc(Nc3ccc(-n4nccn4)cc3)n2)cc1` gave FBW7 activator -0.1, GPR151 activ -0.9, MITF primary -7 and TEAD-YAP block -16.
Screening O=C(Nc1ccccc1)C(=O)c1c(O)[nH]c2ccccc12 returned FBW7 activator -0.2, GPR151 activ 0.0, MITF primary -1 and TEAD-YAP block -8.
For COc1ccc(NC(=O)NCCN2Cc3ccccc3C2=O)cc1 the results were FBW7 activator -0.1, GPR151 activ 2.1, MITF primary 14 and TEAD-YAP block -2.
CNC(=O)c1c(NC(=O)c2ccc(OC)cc2)sc(C)c1C was read as FBW7 activator 0.1, GPR151 activ 0.6, MITF primary -1 and TEAD-YAP block -22.
Cc1ccc(NS(=O)(=O)c2ccc3c(c2)CCN3C(=O)CCC(=O)O)cc1Cl was read as FBW7 activator 0.7, GPR151 activ -0.8, MITF primary -3 and TEAD-YAP block 1.
`COc1cccc(C(=O)Nc2c3c(nn2CC(=O)NCc2ccccc2)CSC3)c1` gave FBW7 activator 0.4, GPR151 activ 0.0, MITF primary 17 and TEAD-YAP block 4.
Screening CC(OCC(O)CNC1CC(C)(C)NC(C)(C)C1)c1ccc(Cl)cc1 (centres undefined) returned FBW7 activator 0.1, GPR151 activ 3.3, MITF primary 6 and TEAD-YAP block -5.
NC(=O)N/N=C/c1ccc(OCc2ccc(Cl)c(Cl)c2)cc1 was read as FBW7 activator 0.3, GPR151 activ 0.2, MITF primary 5 and TEAD-YAP block -49.
For CN(C)S(=O)(=O)c1ccc(/C(O)=C2/C(=O)C(=O)N(CCN3CCOCC3)C2c2ccc(Cl)cc2)cc1 (centres undefined) the results were FBW7 activator 0.1, GPR151 activ -1.5, MITF primary 2 and TEAD-YAP block 8.
CCc1nc2nc(C)cc(Nc3ccccc3OC)n2n1 was read as FBW7 activator 0.1, GPR151 activ 1.5, MITF primary 3 and TEAD-YAP block -8.
Screening Cc1ccc(N2C(=O)CSC2c2cccc(F)c2)cc1 (centres undefined) returned FBW7 activator -0.2, GPR151 activ -0.4, MITF primary 0 and TEAD-YAP block 0.
Screening FC(F)(F)c1cccc(CNc2cc(Cl)ncn2)c1 returned FBW7 activator 0.2&0.0, GPR151 activ 0.6&1.0, MITF primary 14&10 and TEAD-YAP block 17&14.
`Cc1ccc(C(=O)N2CCN(C)CC2)cc1Br` gave FBW7 activator -0.1, GPR151 activ -0.4, MITF primary -1 and TEAD-YAP block -2.

Fetched by structure from above (2):
Screening CC(OCC(O)CNC1CC(C)(C)NC(C)(C)C1)c1ccc(Cl)cc1 (centres undefined) returned FBW7 activator 0.1, GPR151 activ 3.3, MITF primary 6 and TEAD-YAP block -5.
NC(=O)N/N=C/c1ccc(OCc2ccc(Cl)c(Cl)c2)cc1 was read as FBW7 activator 0.3, GPR151 activ 0.2, MITF primary 5 and TEAD-YAP block -49.

(continued)
Screening CCC(Sc1nnnn1-c1ccccc1)C(=O)Nc1nnc(C(C)C)s1 (centres undefined) returned FBW7 activator -0.3, GPR151 activ -0.2, MITF primary -6 and TEAD-YAP block -4.
`Cc1ccccc1OCc1nnc(SCC(N)=O)n1CCc1ccccc1` gave FBW7 activator -0.1, GPR151 activ 0.7, MITF primary 2 and TEAD-YAP block 3.
Screening c1ccc(-c2csc3ncnc(NCc4ccccn4)c23)cc1 returned FBW7 activator 0.2, GPR151 activ -0.4, MITF primary -2 and TEAD-YAP block 13.
Screening CCCn1c(=O)c2c(nc3n(-c4ccc(Cl)cc4)c(C)c(C)n23)n(C)c1=O returned FBW7 activator 0.2, GPR151 activ 0.7, MITF primary 14 and TEAD-YAP block 3.
`COC(=O)c1c(NC(=O)c2ccc(S(=O)(=O)N3CCCCC3C)cc2)sc2c1CCN(C(C)C)C2` (centres undefined) gave FBW7 activator 0.1, GPR151 activ 0.1, MITF primary -9 and TEAD-YAP block 7.
`CCOC(=O)C1CCC(CN(Cc2cccc(Br)c2)S(=O)(=O)c2ccc3c(c2)OCCO3)CC1` (centres undefined) gave FBW7 activator 0.2, GPR151 activ 0.2, MITF primary 6 and TEAD-YAP block 7.
`COc1ccc(-c2noc(Nc3ccc(Cl)cc3)n2)cc1` gave FBW7 activator 0.0, GPR151 activ 8.2*, MITF primary -2 and TEAD-YAP block -21.
For CC(=O)c1ccc(NC(=O)Nc2ccc3snnc3c2)cc1 the results were FBW7 activator 0.0, GPR151 activ -1.2, MITF primary 4 and TEAD-YAP block -41.
For COC(=O)C1=C(N)Oc2cc(C)n(CCN(C)C)c(=O)c2C1c1ccccc1Cl (centres undefined) the results were FBW7 activator -0.1, GPR151 activ -0.3, MITF primary 10 and TEAD-YAP block 4.
Screening CCOC(=O)CSc1nnnn1-c1ccc(C(=O)OCC(=O)Nc2cccc(O)c2)cc1 returned FBW7 activator -0.1, GPR151 activ 1.4, MITF primary -1 and TEAD-YAP block -5.
Screening COc1cccc(NC(=O)CCN2CCCC2)c1 returned FBW7 activator 0.1, GPR151 activ -1.8, MITF primary 12 and TEAD-YAP block 7.
Cc1cc(C)cc(N(CC(=O)NC2CCCC2)S(=O)(=O)c2c(C)[nH]c(=O)[nH]c2=O)c1 was read as FBW7 activator 0.6, GPR151 activ -0.6, MITF primary 9 and TEAD-YAP block -4.
For O=C(NN=C1CCCCC1)C(=O)Nc1cccc(Cl)c1 the results were FBW7 activator 0.1, GPR151 activ 0.1, MITF primary -7 and TEAD-YAP block -1.
Screening COc1ccc(C2=Nc3ccc(C)cc3C(c3cccnc3)=NN2)cc1OC returned FBW7 activator -0.1, GPR151 activ 0.5, MITF primary -5 and TEAD-YAP block -11.
For Cc1ccc(NC(=O)CCc2c(C)nc3nc[nH]n3c2=O)cc1 the results were FBW7 activator -0.2, GPR151 activ -0.1, MITF primary 7 and TEAD-YAP block 4.
COc1ccc(Cl)cc1NC(=O)C(C(C)C)N1Cc2ccccc2C1=O (centres undefined) was read as FBW7 activator 0.3, GPR151 activ -1.8, MITF primary 17 and TEAD-YAP block 2.
O=C(CSc1nnc(C2CCCCC2)o1)N1CCc2ccccc21 was read as FBW7 activator -0.1, GPR151 activ 0.0, MITF primary -9 and TEAD-YAP block -6.

Entries listed so far with a CF3 group:
`COCCNC(=O)c1nn2c(c1Cl)NC(c1ccc(C)cc1)CC2C(F)(F)F` (centres undefined) gave FBW7 activator -0.1, GPR151 activ -0.1, MITF primary 0 and TEAD-YAP block 15.
Screening FC(F)(F)c1cccc(CNc2cc(Cl)ncn2)c1 returned FBW7 activator 0.2&0.0, GPR151 activ 0.6&1.0, MITF primary 14&10 and TEAD-YAP block 17&14.
